Screening data as filed in PubChem.
14-3-3 PPI: 14-3-3 gamma protein interaction modulation | P61981 | FP, 14-3-3gamma / TMR-pS259-Raf peptide binding | inhibition, % at 40 µM | 0.19% of 160,000 active; in the data active = inhibition above about 30%;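 note: 0% = protein plus tracer without compound and 100% = blank with tracer alone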
Target sequence (P61981 whole entry, looked up): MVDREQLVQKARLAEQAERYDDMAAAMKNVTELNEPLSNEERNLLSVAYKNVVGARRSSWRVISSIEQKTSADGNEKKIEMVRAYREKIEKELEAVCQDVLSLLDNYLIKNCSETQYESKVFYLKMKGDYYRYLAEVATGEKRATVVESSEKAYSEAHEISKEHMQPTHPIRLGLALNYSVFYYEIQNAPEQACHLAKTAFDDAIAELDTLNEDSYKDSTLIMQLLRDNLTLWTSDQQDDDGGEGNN
Starred values were filed as active, the others as inactive; & = joins results of further samples. This is a subset; the hit share may differ from the screen's.

SMILES	14-3-3 PPI
Cc1ccccc1OCCSc1nc2ccccc2n1CCC(=O)O	-1.9
Cc1ccccc1-n1nc2c(c1NC(=O)Cc1ccccc1)CSC2	-0.1
CC(=O)C1=C(C)NC(SCC(=O)c2cc(Cl)ccc2Cl)=C(C#N)C1c1ccco1 (centres undefined)	-17.6
COc1ccc(OC)c(C2NC(=O)N(C)C(C)=C2C(=O)OC2CCCCCC2)c1 (centres undefined)	-3.9
CC(=O)Nc1cc(NC(C)=O)cc(-c2nc3ccccc3[nH]2)c1	3.9
Cc1ccc(S(=O)(=O)C(C#N)c2nc3ccccc3nc2N2CCCCC2)cc1 (centres undefined)	-6.1
CCCCN(CC)S(=O)(=O)c1cc(C(=O)Nc2ccc(Br)cc2)ccc1F	-5.5
CS(=O)(=O)Nc1ccccc1C(=O)NC1CC2CCC1C2 (centres undefined)	5.5
O=S(=O)(Nc1ncccc1O)c1ccc(Cl)cc1	5.1
C=CCn1c(SCC(=O)c2ccc([N+](=O)[O-])cc2)nc2ccccc2c1=O	5.6
COc1ccc(-n2nc3cc(C)c(NC(=O)c4cccc([N+](=O)[O-])c4C)cc3n2)cc1	-12.8
C=CCn1c(Cc2c[nH]c3ccccc23)nnc1SCC(=O)Nc1c(C)cccc1C	-2.5
Cc1cc(C)cc(OCC(=O)NC(C)c2ccccc2)c1 (centres undefined)	-3.9
COc1cc(C2c3sc(=O)[nH]c3SC3C4CC(C5C(=O)N(CC(=O)O)C(=O)C45)C23)ccc1O (centres undefined)	-5.4
O=C(O)C1C2C=CC(O2)C1C(=O)NCc1ccncc1 (centres undefined)	7.4
CCc1ccc(NC(=O)CSc2nc3ccccc3c(=O)n2Cc2cccs2)cc1	-3.7
CCCCOc1ccc(C(=O)Nc2c3c(nn2-c2ccc(C)cc2C)CS(=O)(=O)C3)cc1	-6.0
Cc1n[nH]c(C)c1CCCCOc1ccc(F)cc1	-2.1
COc1cccc(NS(=O)(=O)c2ccc3[nH]cc(C(=O)N(C)Cc4ccco4)c(=O)c3c2)c1	-11.5
CCn1c(C)csc1=NC(=O)c1ccccc1	5.9&-0.4
O=[N+]([O-])c1ccc(CN2CCN(S(=O)(=O)c3ccc(Cl)cc3)CC2)cc1	-7.6
O=C(NCc1ccco1)C(c1ccccc1)N(CC1CCCO1)C(=O)Cn1nnc2ccccc21 (centres undefined)	-7.8
CCc1ccc(CNC(=O)C2Cc3ccccc3CN2S(C)(=O)=O)cc1 (centres undefined)	-2.5
COc1cc(CN2CCN(Cc3ccc([N+](=O)[O-])cc3)CC2)c([N+](=O)[O-])cc1OC	7.7
CN1C(=O)c2ccccc2C(C(=O)Nc2ccc3c(c2)OCCO3)C1c1cccs1 (centres undefined)	6.8
COc1ccc(CCNc2c(C)c(C)nc3ncnn23)cc1	-4.1
COc1ccc(NC(=O)c2sc3nc(C(F)(F)F)cc(-c4ccccc4)c3c2N)cc1OC	-21.8
CC(c1ccccc1)n1c(NCCCn2ccnc2)nc2c1c(=O)[nH]c(=O)n2C (centres undefined)	3.9
Cc1cc(O)c(C=Nc2ccc(N3CCOCC3)cc2)c(C)c1Cl	1.4
O=S(=O)(c1ccc(Br)cc1)n1c(C=Cc2ccc(F)cc2)nc2ccccc21	-23.9
CC1CN(C2CCN(Cc3cccnc3)CC2)CC(C)O1 (centres undefined)	-5.2
CN(C(=O)C1CCOC1)c1nnc(-c2cnccn2)s1 (centres undefined)	-4.9
COc1cc2cc(C(c3nnnn3C3CCCCC3)N(C)C3CCCCC3)c(=O)[nH]c2cc1OC (centres undefined)	-10.0
NC(=O)c1c(NC(=O)c2ccc(Cn3cc(Cl)cn3)o2)sc2c1CCCCCC2	-45.8
Cc1ccc(S(=O)(=O)N(CC(O)CN(C)C)c2ccccc2)cc1 (centres undefined)	-4.3
O=C(NCc1ccc(Cl)cc1Cl)c1ccccn1	-2.7
OC1(c2ccc3c(c2)c2c4n3CCN(Cc3ccccc3)C4CCC2)CCCC1 (centres undefined)	3.5
C=CCc1ccccc1OCC(O)CN1CCCCC1 (centres undefined)	-2.4
COc1cc(NC(=O)c2cc3nc(-c4ccc5c(c4)OCO5)cc(C(F)(F)F)n3n2)c(OC)cc1Cl	-4.6
COc1ccccc1-n1nc(C(=O)N(C)c2ccc(C(C)C)cc2)c2ccccc2c1=O	-7.0

Single entries from the entries so far.
COc1ccccc1-n1nc(C(=O)N(C)c2ccc(C(C)C)cc2)c2ccccc2c1=O in 14-3-3 PPI shows -7.0
COc1cc2cc(C(c3nnnn3C3CCCCC3)N(C)C3CCCCC3)c(=O)[nH]c2cc1OC (centres undefined) in 14-3-3 PPI shows -10.0
CN(C(=O)C1CCOC1)c1nnc(-c2cnccn2)s1 (centres undefined) in 14-3-3 PPI shows -4.9

The listing picks up with the 2 entries that preceded the break.
SMILES	14-3-3 PPI
COc1cc(NC(=O)c2cc3nc(-c4ccc5c(c4)OCO5)cc(C(F)(F)F)n3n2)c(OC)cc1Cl	-4.6
COc1ccccc1-n1nc(C(=O)N(C)c2ccc(C(C)C)cc2)c2ccccc2c1=O	-7.0
CS(=O)(=O)c1ccc2nc(NC(=O)c3ccccc3Oc3ccccc3)sc2c1	1.4
COc1ccccc1NS(=O)(=O)CC12CCC(CC1=O)C2(C)C (centres undefined)	-0.4&6.1
CCOC(=O)c1c(NC(=O)C2CCCN2S(=O)(=O)c2cccc3nsnc23)sc(C)c1C (centres undefined)	0.1&-7.9
COc1ccc(NC(=O)c2sc3ncnc(N4CCCCC4)c3c2C)c(OC)c1	-7.8
CC1(C)CC(=O)CC(C2(O)C(=O)N(Cc3ccccc3)c3ccccc32)O1 (centres undefined)	0.2
CCn1c(C)nc2cc(CO)ccc21	-0.5
CCOc1ccc(Sc2cc(C(=O)NCCC(C)C)c3ccccc3n2)cc1	-3.1
O=C(O)c1c[nH]c2ccc(S(=O)(=O)N3CCc4ccccc43)cc2c1=O	-23.2
COc1ccc(-c2n[nH]c3c2C(c2c(OC)cccc2OC)N(c2ccc(Br)cc2)C3=O)cc1 (centres undefined)	-0.8
COc1ccc2nnc(-c3ccc(Br)cc3)n2n1	6.9
Cc1noc(C)c1COC(=O)c1cc(C)n(-c2ccccc2)c1C	-5.1
CCOc1ccc2sc(NC(=O)c3ccc(N4C(=O)C5C6C=CC(C6)C5C4=O)cc3)nc2c1 (centres undefined)	-1.2
COc1ccc(NC(=O)c2ccccc2NC(=O)C2CCCO2)cc1 (centres undefined)	-9.5
COc1ccc(NC(=O)C2C3CCC(C3)C2C(=O)O)cc1OC (centres undefined)	0.6
COc1ccccc1C(=O)N1CCN(C(=O)c2ccco2)CC1	0.5
c1ccc(Cn2nnnc2CN2CCN(c3ncccn3)CC2)cc1	-4.9
Cc1cc(C)c(S(=O)(=O)N2CCC(N(C)CCC(C)C)CC2)c(C)c1	-3.9
Cn1c(-c2c(CCC(=O)O)oc3cc(O)ccc3c2=O)nc2ccccc21	4.8
Cc1ccccc1NS(=O)(=O)c1cccnc1	-0.4
Cc1ccc(-c2nc(NC(=O)c3ccc(C(C)(C)C)cc3)sc2C)cc1	-1.0
O=C(O)c1cccnc1SCc1cccc(F)c1	0.1
Cc1cc(-c2ccccc2)n(-c2ccc(C(=O)N3CCN(c4ncccn4)CC3)cc2)n1	-3.4
CCOC(=O)CS(=O)(=O)c1ccc(C(=O)N2CCCCC2)cc1[N+](=O)[O-]	-4.1
COCc1[nH]nc2c1C(c1cc(OC)c(O)c(OC)c1)C(C#N)=C(N)O2 (centres undefined)	-20.0
COc1cccc2cc(-c3csc(-c4ccc([N+](=O)[O-])cc4)n3)c(=O)oc12	-7.2
CC1CCCC(NS(=O)(=O)c2ccc3c(c2)OCCO3)C1C (centres undefined)	-2.3
CCCOC(=O)C(CC)Sc1ncnc2sc3c(c12)CCC(C)C3 (centres undefined)	1.1
COc1ccc(C2C(C(=O)OCCc3ccccc3)=C(C)NC3=C2C(=O)CCC3)c(OC)c1 (centres undefined)	2.5
COc1ccc(C2C(C#N)=C(N)Oc3cc(C)n(CCN4CCOCC4)c(=O)c32)cc1OC (centres undefined)	5.9
CN1C(=O)Cn2c1nc1ccccc12	2.8&-0.7

The final 5 compounds of the section before lead into the next.
SMILES	14-3-3 PPI
CC1CCCC(NS(=O)(=O)c2ccc3c(c2)OCCO3)C1C (centres undefined)	-2.3
CCCOC(=O)C(CC)Sc1ncnc2sc3c(c12)CCC(C)C3 (centres undefined)	1.1
COc1ccc(C2C(C(=O)OCCc3ccccc3)=C(C)NC3=C2C(=O)CCC3)c(OC)c1 (centres undefined)	2.5
COc1ccc(C2C(C#N)=C(N)Oc3cc(C)n(CCN4CCOCC4)c(=O)c32)cc1OC (centres undefined)	5.9
CN1C(=O)Cn2c1nc1ccccc12	2.8&-0.7
NC(=O)C1(N2CCCCC2)CCN(C(=O)CSc2nc(C(F)(F)F)cc(=O)[nH]2)CC1	-13.5
Cc1sc2ncn(CC(=O)N3CCCCC3C)c(=O)c2c1S(=O)(=O)N1CCN(C)CC1 (centres undefined)	-0.8
O=C(Nc1nnc(-c2ccc(Br)cc2)s1)c1ccccc1F	3.5
COc1ccc(OC)c(-n2c(SCC(=O)Nc3cc(C)on3)nnc2-c2c[nH]c3ccccc23)c1	4.3
S=C1NCN(Cc2ccco2)CN1CC1CCCO1 (centres undefined)	1.0
CCCCN1C(=O)C(=O)/C(=C(/O)c2ccc(OC)cc2)C1c1ccc(C)cc1 (centres undefined)	-1.3
Nc1c(C(=O)Nc2ccc(F)cc2)sc2nc(-c3ccco3)ccc12	-22.3
CCCCOC(=O)Nc1cccc(C(C)=O)c1	5.2
CCN(CC)CCNC(=O)c1cc2ccccc2oc1=O	2.8
COc1ccc2c(c1)cc(C)c1nnc(SCC(=O)N3CCN(C(=O)c4ccco4)CC3)n12	-4.6
O=C(NC1CCCCC1)[C@H](O)[C@@H](O)C(=O)NC1CCCCC1	-7.5
CS(=O)(=O)N(CC(=O)Nc1cccc(F)c1)Cc1ccccc1	0.5
COc1cccc(CN2CCN(S(=O)(=O)c3cc(Cl)ccc3OC)CC2)c1	0.1
O=C(Nc1cccc(Cn2cccn2)c1)c1cc2c(s1)CCCC2	-2.2
CCCCOc1ccc(C(=O)OCC(=O)c2ccc(Cl)cc2)cc1	-15.6
Cc1cc(NC(=O)CSc2nc3c(c(-c4cccnc4)c2C#N)CCC3)no1	-6.0&-10.7
CN(CCO)c1cc(N2CCc3ccccc3C2)c2nonc2c1[N+](=O)[O-]	0.2
COc1ccc(S(=O)(=O)CCC(=O)Nc2cc(OC)cc(OC)c2)cc1	7.5
Cc1c(C(=O)NC(C)c2ccccc2)oc2ccc(S(=O)(=O)N3CCOCC3)cc12 (centres undefined)	-14.0
O=C(CCS(=O)(=O)Cc1ccccc1Cl)NCc1cccnc1	-2.5
Cc1cc(-c2ccccc2)c2c3c(c(-c4ccccc4)n2n1)c(=O)n(C)c(=O)n3C	4.1
CC1CCc2nc(SC3CC(=O)N(c4ccc(Br)cc4)C3=O)c(C#N)cc2C1 (centres undefined)	-105.5
O=C(CSc1ccccn1)Nc1ccc(O)c(C(=O)O)c1	-29.5
O=S(=O)(c1ccc2nc(-c3ccccc3)[nH]c2c1)N1CCN(c2ccccn2)CC1	-13.3
CCN(CC)c1cc(C)c2cc(NC(=O)c3cc(Cl)ccc3OC)ccc2n1	-13.0
Cn1c(SCc2cccc(C(F)(F)F)c2)nc2c([nH]c3ccccc32)c1=O	0.4
CN(C)CCNC(=O)c1ccc(CS(=O)(=O)c2c(Cl)cccc2Cl)o1	3.8
COc1ccc(CCNC(=O)c2c(-c3ccccc3)noc2C)cc1OC	-18.4
COc1cc(C(=O)N(Cc2ccco2)Cc2cc3ccccc3[nH]c2=O)cc(OC)c1OC	-3.2
CCOc1ccc(Nc2ncnc3c2cnn3Cc2ccccc2)cc1	-1.3
Cc1ccc(C)c(Cn2nnc3c(=O)[nH]c(C(=O)NCC4CCCO4)nc32)c1 (centres undefined)	-11.9
O=S(=O)(c1ccc2ccccc2c1)N1CCCOC1	3.5
CC(C)N(C(=O)Nc1ccc2nccnc2c1)C(C)C	-0.6
COc1ccc(C(=O)Nc2ccc3oc(-c4ccc(C(C)(C)C)cc4)nc3c2)cc1[N+](=O)[O-]	-28.2
Cn1nc(CC(=O)Nc2ccc3c(c2)OCCO3)c2ccccc2c1=O	-2.1
CCOC(=O)N1CCN(C(=O)C2CCCN(c3nc4ccc(OCC)cc4s3)C2)CC1 (centres undefined)	-4.2
O=C1CC(N(CCc2ccccc2)C(=O)c2cccc(F)c2)C(=O)N1c1ccc(Cl)cc1 (centres undefined)	2.6
Cc1ccc(CNC(=O)Cc2nc3nc(C)cc(C)n3n2)cc1	6.6
CCc1cccc(C)c1NC(=O)c1cc(S(=O)(=O)N2CCN(c3ccccn3)CC2)ccc1F	-10.3
COC(=O)C1=C(C)NC2=C(C(=O)c3ccccc32)C1c1ccc(OC)c(Cl)c1 (centres undefined)	-27.9
CCOc1cc(C2C(C(=O)OC(C)C)=C(C)NC3=C2C(=O)C(C(=O)OC)C(C)C3)cc(Cl)c1O (centres undefined)	-15.8
O=C(NC12CC3CC(CC(C3)C1)C2)N1CCN(S(=O)(=O)c2ccc(Cl)cc2)CC1	-0.9
NS(=O)(=O)c1ccc2c(c1)C(=O)c1cc(S(N)(=O)=O)ccc1-2	-3.4
CCCc1nc2n[nH]c(N)c2c2c1COC(C)(C)C2	1.7
CC1(C)CC(N2COc3c(cc(Cl)c4cccnc34)C2)CC(C)(C)N1	-0.3
CC(=O)Oc1cccc(Nc2ncnc3ccccc23)c1	-2.8
O=C(CCNS(=O)(=O)c1cccs1)NCc1ccccc1Cl	-7.7
CC(=O)c1cc(CN2C(=O)c3ccccc3C2=O)cs1	4.3
C1CCN(c2nc(N3CCCC3)nc(N3CCNCC3)n2)C1	-9.8
CCCC(=O)Oc1cc2c(C(=O)OCC)c(C)n(C)c2c2ccccc12	1.4
(listing goes on)
SMILES	14-3-3 PPI
COc1cc(NS(=O)(=O)c2ccc(NC(=O)c3ccc(F)cc3)cc2)nc(OC)n1	-9.6
O=C1C2ON(c3ccc(Cl)cc3)C(c3cccs3)C2C(=O)N1Cc1ccccc1 (centres undefined)	-4.2
COc1cc(OC)c(C2=NOC(C(=O)Nc3c(C)nn(CC(=O)N4CCCC4)c3C)C2)cc1Cl (centres undefined)	2.7
O=C(Nc1sc2c(c1C(=O)N1CCCC1)CCC2)c1ccccc1F	0.9
